Screening results as filed in PubChem BioAssay.
FBW7 act: FBW7 E3 ligase activators, primary screen, biochemical, AlphaScreen, human. F-box/WD repeat-containing protein 7 (Homo sapiens), Q969H0. AlphaScreen FBW7–phospho-cyclin E peptide binding, activator screen. normalized activity (activation), % at 26.1 µM. actives 0.13% (n = 650,000); in the data active means normalized activity above about 1.9%;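 further: purified mutant Fbw7 with reduced substrate affinity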
TEAD-YAP inh: TEAD-YAP interaction inhibition, primary screen, TEAD-YAP interaction inhibitor project, luminescence, HEK-TIYL cells; actives 1.4% (n = 640,000); TEAD-Gal4/YAP UAS-luciferase luminescence; inhibition, % at 9.12 µM; AID 1259422, 2018; in the data active means inhibition above about 32%;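 further: 0% = median of test compound wells and 100% = reference inhibitor wells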
GPR151 ag: activators of human GPR151, primary screen, cell-based, PathHunter beta-arrestin, luminescence; PathHunter beta-arrestin GPR151 cells; actives 1% (n = 650,000); activation, % at 11.2 µM; in the data active means activation above about 4.9%;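 further: 0% = median of compound wells and 100% = cells with positive control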
Target sequence (Q8TDV0 whole entry, looked up): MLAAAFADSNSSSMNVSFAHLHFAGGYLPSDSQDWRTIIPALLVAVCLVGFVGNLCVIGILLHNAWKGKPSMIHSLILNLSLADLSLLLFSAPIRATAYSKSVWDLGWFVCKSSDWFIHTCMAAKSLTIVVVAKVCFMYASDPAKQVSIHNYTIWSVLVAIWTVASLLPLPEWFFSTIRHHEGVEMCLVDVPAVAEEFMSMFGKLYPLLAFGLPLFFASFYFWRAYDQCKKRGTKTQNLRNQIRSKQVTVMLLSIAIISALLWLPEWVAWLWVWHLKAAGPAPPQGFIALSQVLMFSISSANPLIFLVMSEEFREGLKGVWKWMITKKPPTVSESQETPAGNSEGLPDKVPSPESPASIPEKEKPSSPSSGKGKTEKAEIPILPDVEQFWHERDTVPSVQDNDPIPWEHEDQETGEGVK
MITF primary: MITF inhibitors, primary screen, biochemical, AlphaScreen, human. AlphaScreen MITF homodimerization, bead proximity signal. inhibition, % at 2.6 µM. actives 0.91% (n = 650,000). AID 1259374, 2018; in the data active means inhibition above about 50%;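 further: 0% = vehicle wells with protein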
Target sequence (O75030 whole entry, looked up): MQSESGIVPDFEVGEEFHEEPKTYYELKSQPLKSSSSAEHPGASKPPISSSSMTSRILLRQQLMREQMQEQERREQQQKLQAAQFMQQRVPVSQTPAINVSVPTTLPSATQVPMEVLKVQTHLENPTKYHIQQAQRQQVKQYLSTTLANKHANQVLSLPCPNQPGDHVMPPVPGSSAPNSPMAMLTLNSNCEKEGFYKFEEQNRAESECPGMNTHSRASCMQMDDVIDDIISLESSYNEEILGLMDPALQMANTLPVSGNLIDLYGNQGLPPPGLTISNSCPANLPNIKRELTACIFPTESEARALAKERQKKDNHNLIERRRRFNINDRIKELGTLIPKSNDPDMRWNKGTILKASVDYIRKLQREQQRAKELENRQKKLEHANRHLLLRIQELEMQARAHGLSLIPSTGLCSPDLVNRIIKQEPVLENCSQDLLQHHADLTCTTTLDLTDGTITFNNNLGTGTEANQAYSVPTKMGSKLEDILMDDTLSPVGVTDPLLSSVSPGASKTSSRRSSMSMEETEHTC
Starred values were filed as active, the others as inactive.

Below each compound – FBW7 act, TEAD-YAP inh, GPR151 ag, MITF primary
1. CCCNc1cc(Nc2ccc(N3CCOCC3)cc2)ncn1
 : 0.0, -5, -1.1, -5
2. CCCCC1CN(Cc2cccnc2)Cc2ccccc2O1 (stereo not given)
 : 0.0, -12, 1.8, 5
3. CCc1ccc(NS(=O)(=O)c2ccc3c(c2)SCC(=O)N3)cc1
 : 0.0, -1, -0.6, -1
4. CC1Cc2nc(SCC(=O)Nc3ccc(Cl)c(Cl)c3)n(C)c(=O)c2S1 (stereo not given)
 : 0.9, 8, -1.5, 10
5. CC1CCc2nc(NC(=O)CSc3ncn[nH]3)sc2C1 (stereo not given)
 : -0.1, 17, -2.6, 14
6. CCN(CC)CCNC(=O)C(C)c1nn(C)c(=O)c2ccccc12 (stereo not given)
 : -0.1, 6, 0.1, 6
7. COCCC(=O)NC(C)c1nnc2n1CCN(Cc1ccc(O)c(OC)c1)CC2 (stereo not given)
 : 0.1, -2, 0.4, -4
8. CCCC(=O)Nc1c(-c2ccc3c(c2)OCO3)c(=O)c2ccccc2n1C
 : 0.1, -5, -1.0, 8
9. O=C(N=C1N=C2C=CC(Br)=CN2Cc2ccccc21)C1CC1
 : 0.4, -41, -1.2, -1
10. Cn1c(=NC(=O)CS(=O)(=O)c2ccccc2)sc2cc([N+](=O)[O-])ccc21
 : -0.1, -7, -0.1, -15
11. Nc1nonc1-n1nnc(C(=O)O)c1-c1ccc(Cl)cc1
 : 0.0, 6, 2.3, 10
12. O=C(CC1S/C(=N/N=C/c2c[nH]c3ccccc23)NC1=O)Nc1ccccc1 (stereo not given)
 : -0.1, -2, 2.0, -5
13. Cc1ccc(NC(=O)C2C3NC(=O)N(c4ccccc4)C2(C)Oc2c(Cl)cc(Cl)cc23)c(C)c1 (stereo not given)
 : -0.1, 4, 0.1, 1
14. COc1ccccc1N1CCN(C(=O)CN(Cc2ccc(Br)cc2)S(=O)(=O)c2ccccc2)CC1
 : 0.6, -3, -0.1, 5
15. Cc1ccc(C(=O)Nc2cc(C)cc(C)c2)cc1
 : -0.1, -26, -4.4, -6
16. O=C(CN1CCC(n2nnc3ccccc32)CC1)Nc1ccccc1Cl
 : 0.2, -11, 0.8, 26
17. CC(C)CC(=O)NC(=S)Nc1cccc(S(=O)(=O)N2CCCCCC2)c1
 : -0.1, -2, -1.1, 5
18. c1ccc2c(NC3CCCCC3)ncnc2c1
 : -0.2, 17, -2.0, 2
19. COc1cccc(-c2nc(-c3cccc(C)c3)no2)c1
 : -0.1, 26, -0.9, -15
20. O=c1c(-c2ccc(Cl)cc2Cl)c(C(F)(F)F)oc2c(CN3CCCCC3)c(O)ccc12
 : 0.0, 12, 0.1, -8
21. CCOC(=O)C(CC)Sc1nc2c(c(=O)n1-c1ccc(OC)cc1)SC(C)C2 (stereo not given)
 : 0.4, -11, 2.5, 17
22. O=C(Cc1ccccc1)Nc1ccc(C(=O)Nc2nccs2)cc1
 : -0.2, -13, -1.2, 7
23. CN(C)/N=C/c1ccc([N+](=O)[O-])cc1[N+](=O)[O-]
 : -0.1, -1, 3.4, 15
24. O=C(NCc1cccnc1)c1cccc(Nc2ncccn2)c1
 : -0.1, -4, 0.8, -10
25. CC(C)(C)NC(=O)C1CCN(S(=O)(=O)c2cc(C(F)(F)F)ccc2Cl)CC1
 : -0.1, 12, 3.1, 4
26. COCCNC(=O)/C(C#N)=C\c1ccc(CNC(=O)C(=O)Nc2ccc(C)c(C)c2)o1
 : -0.4, 2, -0.7, -11
27. CC(Oc1ccccc1)C(=O)N1CCN(S(=O)(=O)C2CC2)CC1 (stereo not given)
 : -0.2, 2, 2.2, -2
28. CCOc1ccc2ccccc2c1/C=C1\N=C(c2ccc3c(c2)OCO3)OC1=O
 : -0.3, -11, 0.9, 1
29. COc1cc(CSc2nc(CC(=O)NCC3CCCCC3)cs2)cc(OC)c1
 : 0.0, 2, 1.1, -46
30. CC1CCc2c(sc(NC(=O)Cn3c(=O)cnc4ccccc43)c2C#N)C1 (stereo not given)
 : -0.1, 2, 4.1, -16

Fetched by structure from the entries so far (five):
Below each compound – FBW7 act, TEAD-YAP inh, GPR151 ag, MITF primary
17. CC(C)CC(=O)NC(=S)Nc1cccc(S(=O)(=O)N2CCCCCC2)c1
 : -0.1, -2, -1.1, 5
22. O=C(Cc1ccccc1)Nc1ccc(C(=O)Nc2nccs2)cc1
 : -0.2, -13, -1.2, 7
16. O=C(CN1CCC(n2nnc3ccccc32)CC1)Nc1ccccc1Cl
 : 0.2, -11, 0.8, 26
7. COCCC(=O)NC(C)c1nnc2n1CCN(Cc1ccc(O)c(OC)c1)CC2 (stereo not given)
 : 0.1, -2, 0.4, -4
27. CC(Oc1ccccc1)C(=O)N1CCN(S(=O)(=O)C2CC2)CC1 (stereo not given)
 : -0.2, 2, 2.2, -2

Going on with the list.
Below each compound – FBW7 act, TEAD-YAP inh, GPR151 ag, MITF primary
31. CC(C)(C)C(=O)[C@H]1[C@H](c2cccc(Br)c2)C(C#N)(C#N)[C@@H]2c3ccccc3C=CN21
 : 0.0, -18, -1.1, -1
32. CN1CCN(c2ccc(-c3cncc(C(=O)Nc4ccccc4)c3)cc2)CC1
 : -0.1, -1, -0.3, 7
33. Cn1nccc1Nc1nc2ccc(C(=O)NC3CC3)cc2s1
 : 0.0, -16, -0.3, -11
34. CC(C)(C)C(C(Oc1ccc(Cl)cc1)n1cncn1)n1nnnc1C(c1ccccc1Cl)N1CCCCC1 (stereo not given)
 : -0.2, -6, -0.2, -1
35. Cc1nnc(NC(=O)Cc2c(Cl)cccc2Cl)s1
 : 0.4, 10, -1.2, 3
36. CCOc1cccc2cc(C(=O)Nc3cccc(C)c3)/c(=N/c3sc4c(c3C#N)CCCC4)oc12
 : 0.0, -10, -0.7, 11
37. COc1ccc(NC(=O)/C(=C/c2cccc([N+](=O)[O-])c2)NC(=O)c2cccs2)cc1
 : -0.2, -5, -0.9, 7
38. CCc1ccc(NC(=O)Cn2c(-n3nc(C)cc3C)nc(C)cc2=O)cc1
 : 0.5, 24, -2.7, 1
39. O=C(Nc1cc(Oc2cccc(C(F)(F)F)c2)cc([N+](=O)[O-])c1)c1nn2c(C(F)(F)F)cc(-c3cccs3)nc2c1Br
 : 0.8, -5, -1.6, 24
40. Cc1ccc2cccc(OS(=O)(=O)c3ccccc3C)c2n1
 : 0.6, 6, 1.7, -4
41. Cc1onc(-c2ccccc2Cl)c1C(=O)NNC(=O)COc1ccc(Cl)cc1
 : 0.1, -4, -1.0, 15
42. COc1ccccc1N=C1NN=C(c2[nH]c(C)c(C(C)=O)c2C)CS1
 : -0.3, -5, 1.0, 3
43. COc1ccc2c(c1)-c1c(sn(-c3cccc(Cl)c3)c1=S)C(C)(C)N2C(=O)c1ccc(F)cc1
 : 0.1, 5, -0.1, 8
44. Cc1ccc(C(=O)Nc2c3c(nn2-c2ccc(C)cc2C)CS(=O)(=O)C3)cc1
 : 0.5, 0, 0.5, 16
45. Cn1c(=O)oc2cc(S(=O)(=O)N3CCC(C(=O)Nc4ccc(F)cc4)CC3)ccc21
 : 0.1, -18, 0.2, 4
46. c1ccc(CCNc2cc(-c3ccncc3)nc(-c3ccncc3)n2)cc1
 : 0.6, -15, 1.1, 20
47. N#Cc1ccc(COc2ccc(Br)cc2CO)cc1
 : 0.2, -44, 0.5, -9
48. CSc1nnc2c3ccccc3n(C)c2n1
 : 0.6, -2, -2.1, 15
49. CC1Cc2ccccc2N1C(=O)CSc1nnc(CSc2ncccn2)n1C (stereo not given)
 : 0.0, 9, -0.1, -8
50. CCN(CC(=O)NC(C)(C)C)C(=O)c1cc(F)c(F)c(F)c1F
 : -0.1, -1, -0.6, 9
51. O=C(CNC(=O)Cc1ccccc1)NCC(=O)N1CCCCC1
 : 0.1, 5, -2.4, -13
52. CN(Cc1ccn[nH]1)C1CCN(c2ccc(C(=O)N[C@H]3CCCCNC3=O)cc2)CC1
 : 0.0, -6, -1.6, 3
53. NC(=O)C1CCN(c2ccc(S(=O)(=O)N3CCC(Cc4ccccc4)CC3)cn2)CC1
 : -0.2, 10, 1.6, -15
54. Cc1ccc(C2=NN(C(=O)CCC(=O)O)C(c3ccc(Cl)cc3)C2)cc1 (stereo not given)
 : 0.1, -3, -0.6, 9
55. CCOC(=O)c1cccc(NC(=O)Cn2c(CC(=O)NC)nc3ccccc32)c1
 : 0.0, 2, -0.4, 9
56. O=C(CSc1nnnn1C1CCCC1)Nc1nc2ccccc2s1
 : 0.0, -10, 0.4, 6
57. COc1cccc(-c2nc3cc(Cl)ccc3o2)c1
 : 0.2, -49, -3.7, 6
58. O=S(=O)(c1ccc(-c2csc(Nc3ccc(Cl)c(Cl)c3)n2)cc1)N1CCCCC1
 : 0.2, 2, -0.2, 13
59. Cc1ccccc1Cn1cc(SCC(=O)N2CCCCC2)c2ccccc21
 : 0.0, -59, -1.3, 4
60. C=CCNC(=O)C(=O)N/N=C/c1cccc2ccccc12
 : -0.1, -11, -1.3, -9

Full records from above. Values in the order: FBW7 act	TEAD-YAP inh	GPR151 ag	MITF primary
CCOc1cccc2cc(C(=O)Nc3cccc(C)c3)/c(=N/c3sc4c(c3C#N)CCCC4)oc12 is listed as 0.0	-10	-0.7	11
Cc1ccc(C(=O)Nc2c3c(nn2-c2ccc(C)cc2C)CS(=O)(=O)C3)cc1 is listed as 0.5	0	0.5	16

Next part
Below each compound – FBW7 act, TEAD-YAP inh, GPR151 ag, MITF primary
61. O=C(NCc1cccnc1)C(=O)NCC(c1ccco1)S(=O)(=O)c1cccs1 (stereo not given)
 : 0.0, -2, -0.6, -4
62. CC(C)C(=O)NC(C)c1nnc2n1CCN(Cc1ccc(F)cc1F)CC2 (stereo not given)
 : 0.2, 0, 1.3, 6
63. O=S(=O)(c1cccs1)N1CCN(C/C=C/c2ccccc2)CC1
 : -0.1, 4, 0.7, -7
64. CCC(=O)NC(=S)Nc1ccccc1N1CCN(S(C)(=O)=O)CC1
 : -0.1, 11, 0.0, 4
65. O=C(CNc1ccc(Cl)cc1Br)N/N=C/c1cccc([N+](=O)[O-])c1
 : 0.2, 3, 0.3, 0
66. O=C(Nc1ccccc1)N(CCO)Cc1cc2cc3c(cc2[nH]c1=O)OCO3
 : -0.1, 0, 0.2, 12
67. Cn1cnnc1SCC(=O)Nc1nc2ccccc2s1
 : 0.4, -46, -1.4, 21
68. Cc1ccc(NC(=O)CN(C)S(=O)(=O)c2cc3c(cc2Cl)NC(=O)CO3)cc1C
 : 0.1, -5, -0.3, -14
69. CC(C)(C)c1cc(CCCOC(=O)/C=C\C(=O)OCCCc2cc(C(C)(C)C)c(O)c(C(C)(C)C)c2)cc(C(C)(C)C)c1O
 : 0.0, -5, 0.0, -13
70. O=C1CCCN1CCn1cnc2c(NCCOc3ccccc3)nc(N3CCN(Cc4ccc5c(c4)OCO5)CC3)nc21
 : -0.1, 19, -0.1, 9
71. Cc1ccc2nc(Nc3ccc(C(=O)Nc4ccc(Cl)cc4C(=O)c4ccccc4)cc3)nc(-c3ccccc3)c2c1
 : -0.1, -1, 0.8, 6
72. CC(=O)O/N=C(\C)c1[nH]c(C)c(/C(C)=N/OC(C)=O)c1C
 : -0.1, -7, 2.1, -3
73. CN1CCN(C(=O)c2ccc(-c3ccccc3)nc2NCCc2ccccn2)CC1
 : 0.2, 9, 0.3, 17
74. COCCn1c2ccccc2n2c(=O)n(Cc3cscn3)nc12
 : 0.1, 1, -1.2, 4
75. CSc1ccccc1C(=O)Nc1cc(C(F)(F)F)cc(C(F)(F)F)c1
 : -0.1, 9, 0.8, -4
76. COc1cccc(NC(=O)c2ccccc2C)c1
 : -0.2, -37, -2.6, -8
77. COc1ccccc1C1CCCN1C(=O)CC1(c2ccccc2Cl)CC(=O)N(C)C1=O (stereo not given)
 : 0.2, -36, 0.3, 8
78. O=C1NC2=C(C(=O)N(CCN3CCCC3)C2)C(c2ccc(F)c(F)c2)N1 (stereo not given)
 : -0.2, -14, -0.6, 3
79. CCOC(=O)c1c(NC(=O)c2ccccc2OCC)sc2c1CCC2
 : 0.1, 0, 0.1, -16
80. N=c1nc(N)nc2n1NC(c1ccc(Cl)cc1)=CS2
 : 0.2, -22, -1.2, 15
81. Cc1cccc(-c2cc(C(=O)Nc3cc(Cl)ccc3C)c3ccccc3n2)c1
 : 0.1, 3, -0.4, 1
82. CCNC(=S)NNC(=O)/C=C/c1ccccc1OC
 : 0.1, -14, -2.3, 0
83. Cc1c(C(=O)Nc2cc(Oc3ccc(I)cc3)cc([N+](=O)[O-])c2)c(-c2ccccc2)nn1-c1ccccc1
 : -0.2, -2, 1.8, -2
84. CCC(Sc1nc2ccc(Br)cc2c2nc3ccccc3n12)C(=O)N1CCOCC1 (stereo not given)
 : -0.1, -5, -0.7, 9
85. CCOc1ccccc1-c1cc(C(=O)N/N=C(/C)c2ccccc2)[nH]n1
 : -0.1, 50*, -0.2, 9
86. O=C(CCn1c(=S)[nH]c2ccsc2c1=O)NCCC1=CCCCC1
 : 0.0, -17, 2.8, -20
87. CCCCC(=O)N/N=C(\C)CC(=O)Nc1ccccc1C
 : 0.0, -3, -1.1, -6
